# High-throughput results from PubChem.
# SW480 rereplic: DNA re-replication induction in SW480 cells; SW480 DNA re-replication, Hoechst DNA content imaging, 48 h; Potency, µM (titrated, usually from 46.1 µM), for inactives: at the top dose re-replication activation, usual class: activators; 340,000 compounds, 1.8% hits; AID 624297; note: % of control where 0% means no effect; nearly all actives have a fitted effect of over 55% in size
#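 Hoechst fluorescence of nuclei (405 nm excitation, 500-530 nm emission) measured by plate-scanning imager after 48 hr compound exposure at 37 C; re-replication scored as increased number of nuclei with elevated intensity.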
# GLP1R ag: GLP-1 receptor (human) agonism; AID 624172; Potency, µM (series often up to 45.6 µM), inactives show at the top dose activation, actives largely listed as activators; 380,000 compounds, 0.007% hits; HEK293 GLP-1R CRE-luciferase, luminescence, 4-6 h; cells express a hypersensitive GLP-1R form; P43220; note: % of control where 0% means no effect
# Target sequence (P43220 whole entry, looked up): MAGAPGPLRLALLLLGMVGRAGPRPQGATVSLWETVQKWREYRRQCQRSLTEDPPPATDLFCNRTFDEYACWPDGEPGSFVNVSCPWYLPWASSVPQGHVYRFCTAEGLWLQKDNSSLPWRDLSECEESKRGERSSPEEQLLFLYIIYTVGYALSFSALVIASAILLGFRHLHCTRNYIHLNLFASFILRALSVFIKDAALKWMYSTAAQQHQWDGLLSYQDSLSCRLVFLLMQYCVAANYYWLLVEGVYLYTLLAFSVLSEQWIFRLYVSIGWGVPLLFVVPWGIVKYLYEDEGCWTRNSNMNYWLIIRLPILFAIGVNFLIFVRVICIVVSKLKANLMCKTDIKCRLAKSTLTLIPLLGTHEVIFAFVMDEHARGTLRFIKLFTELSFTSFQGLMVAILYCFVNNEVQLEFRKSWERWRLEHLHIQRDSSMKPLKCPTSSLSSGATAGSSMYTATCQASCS
# HEK293 tox: cytotoxicity in counter-screen for GLP-1R inverse agonists | 410,000 compounds, 0.13% hits | HEK293 cAMP-luciferase reporter cells, luminescence, 24 h | Potency, µM (top dose mostly 38.3 µM), without a hit: at the top dose activity change, negative = inhibition, actives largely listed as inhibitors;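 note: loss of luciferase light is scored as toxicity; % is set by controls: 0 for no effect and ±100 for the full control effect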
#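 MLSMR compounds, 24 hr on cells at 37 deg C/5% CO2; luminescence after luciferase reagent (12 min RT). Inhibition counted as the undesired cytotoxic outcome.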
# KB-V1 cytotox: kills drug-selected multidrug resistant KB-V1 cells | AID 1347076 | 400,000 compounds, 3.4% hits | KB-V1 MDR cells viability, CellTiter-Glo, 72 h | Potency, µM (titrated, usually from 46.1 µM), for inactives: at the highest dose activity change, negative = cytotoxicity, hits mostly cytotoxic; note: % is set by controls: 0 for no effect and ±100 for the full control effect; nearly all actives have a fitted effect of over 60% in size
#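 In this primary screen, KB-V1 cells overexpressing P-gp are incubated with library compounds (lowest to highest concentration) for 72 h at 37 degrees C before a luminescent ATP viability read.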
# HT1080 IDH1KD tx: toxicity to HT-1080 IDH1 knockdown cells (counter line); HT-1080 IDH1 knockdown viability, ATP luminescence, 48 h; Potency, µM (series often up to 46.1 µM), inactives show top-dose activity, negative = toxicity, usual class: cytotoxic; 360,000 compounds, 2% hits; AID 686971;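 note: 0% = DMSO wells and -100% = cell-free medium wells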
#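 Assay cells: HT-1080 with IDH1 knockdown, 750 per well, RPMI/5% FBS. Exposure: 48 h at 37 °C following 2 h pre-incubation. Read: CellTiter-Glo luminescence; fitted concentration-response, curve class assigned.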
# KB-3-1 tox: KB-3-1 parental cell cytotoxicity. KB-3-1 viability, CellTiter-Glo ATP luminescence, 72 h. Potency, µM (titrated, usually from 46.1 µM), inactives show at the highest dose activity change, negative = cytotoxic, most hits filed as cytotoxic. 400,000 compounds, 1.4% hits; note: % is set by controls: 0 for no effect and ±100 for the full control effect; nearly all actives have a fitted effect of over 60% in size
#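 KB-3-1 cells, DMEM (no phenol red) + 10% FBS; compound by pin transfer, 72 h, 37 °C. Readout: CellTiter-Glo luminescence after 10 min. Data normalized, curve-fitted.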
# HT1080-NT tox: kills 2HG-producing HT-1080-NT fibrosarcoma cells. HT-1080-NT fibrosarcoma viability, CellTiter-Glo ATP luminescence, 48 h. Potency, µM (top dose mostly 46.1 µM), inactives show top-dose activity, negative = less viability, hits mostly cytotoxic. 360,000 compounds, 1.6% hits;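 note: NT is the 2HG producing partner of a matched IDH1 knockdown line; 0% = DMSO-treated cells and -100% = media-only wells without cells; nearly all actives have a fitted effect of over 55% in size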
#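 Viability of the 2HG-overproducing fibrosarcoma line after 48 hours of compound exposure at 37 degrees C was determined by luminescence with CellTiter-Glo, and concentration-effect curves were then fitted and categorized.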
# TDP43 rescue: inhibitors of TDP-43 toxicity in yeast; TDP-43 expressing yeast growth rescue, BacTiter-Glo, 24 h; Potency, µM (highest dose often 46.1 µM), for inactives: top-dose growth rescue (activation), actives largely listed as activators; 410,000 compounds, 1.8% hits; note: % of control where 0% means no effect; nearly all actives have a fitted effect of over 50% in size
#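 Yeast cells expressing TDP-43 under galactose induction are exposed to compounds for 24 hr at 30 deg C. BacTiter-Glo luminescence measures growth, so protective compounds score as activators.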
# GLP1R inv ag: acts as inverse agonist at human GLP-1 receptor | Potency, µM (titrated, usually from 38.3 µM), inactives show top-dose activity change, negative = inhibition, actives largely listed as inhibitors | 410,000 compounds, 1.6% hits | P43220 | HEK293 GLP-1R CRE-luciferase, luminescence, 24 h; GLP-1R form is constitutively active; note: % is set by controls: 0 for no effect and ±100 for the full control effect; nearly all actives have a fitted effect of over 55% in size
#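 Readout was luciferase luminescence, measured 12 min after detection reagent at room temperature. Beforehand, GLP-1R reporter HEK293 cells had sat 12 h, then received compounds for 24 hr at 37 deg C.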
# * marks the source's active call; other numbers are inactive results; ? = inconclusive; / = not tested or not shown; & = joins results of further samples; [ ] = another dose, or the depositor's remark. Calls come from the whole dose curve; as a rule, active = well fitted curve in the direction sought with a large enough effect; inconclusive = small, poorly fitted or top-dose-only effect, or another doubt; inactive = no such curve, though single readings can be large; an effect the other way counts as inactive or inconclusive. Potency is the fitted concentration of half-maximal effect. The order is random; 9.4% or so of the library scored in one or more.
# Each structure is followed by: SW480 rereplic, GLP1R ag, HEK293 tox, KB-V1 cytotox, HT1080 IDH1KD tx, KB-3-1 tox, HT1080-NT tox, TDP43 rescue, GLP1R inv ag
1: O=C(COC(=O)Cc1ccsc1)NC1CCCCCC1
  0%, -8%, 1%, 14%, 2%, 1%, 12%, 3%, 1%
2: COC(=O)/C=C/C(=O)NCc1ccco1
  1%[9.22 µM], -18%, -10%, 13%, -4%, -11%, 6%, 3%, 1%
3: Cn1c(SCC(=O)c2ccc(O)cc2O)nnc1-c1ccccc1
  -15%, 0%, 2%, -12%, 3%, -7%, -7%, -21%, -21%
4: CCNC(=O)CN1c2cccc3cccc(c23)S1(=O)=O
  -6%, 3%, -3%, 16%, 9%, -7%, 7%, 10%, 13%
5: O=C(N/N=C/c1ccc(Cl)c([N+](=O)[O-])c1)c1ccc2c(c1)OCCO2
  ?, 6%, -1%, 7%, -2%, 0%, 3%, 2%, 3%
6: Cc1cccc(NC(=O)c2ccc(Cn3cc(C(F)(F)F)ccc3=O)cc2)c1
  -2%, -2%, -17%, 16µM*, -5%, -12%, -4%, 0%, ?
7: CC(OC(=O)c1nc(Cl)ccc1Cl)C(=O)NC1CCCCC1C (stereo not given)
  -11%, 14%, 4%, ?, 6%, 27%, 0%, ?, 3%
8: CCOC(=O)c1cn(-c2c(C)n(C)n(-c3ccccc3)c2=O)c2c(F)c(F)c(F)cc2c1=O
  -28%, 4%, -15%, 25%, 10%, -11%, -2%, 3%, -12%
9: Cc1noc(/C=C/c2ccco2)c1S(=O)(=O)N1CCC(C(=O)Nc2ccc(Cl)cn2)CC1
  -5%, -2%, 68%[activator], -8%, -9%, -11%, -5%, -2%, -1%
10: COc1ccc2nc(C)cc(NCc3ccc(F)cc3)c2c1
  ?, -1%, 128%[activator], -4%, 16µM*, -14%, ?, 2%, ?
11: Fc1ccccc1CNc1nc(NCC2CC2)nc2ccsc12
  /, -1%, -11%, -16%, 21µM*, -17%, 23µM*, 6%, ?
12: CCCC1=C(C(=O)OCC)C(c2cc(Cl)cc(OC)c2OCC(=O)OCC)NC(=O)N1 (stereo not given)
  0%, -5%, -19%, -14%, -1%, -13%, -6%, 1%, ?
13: O=C1OC(=O)c2cc([N+](=O)[O-])ccc21
  -22%, -2%, 0%, 0%, 10%, 0%, 21%, 0%, -3%
14: Cc1ccc(NC(=O)C2c3ccccc3Oc3ccccc32)nc1
  -9%, 10%, 7%, 2%, -10%, -6%, 0%, 4%, ?
15: O=C(NCc1ccccn1)c1ccc([N+](=O)[O-])cc1
  8%, 3%, -5%, 1%, -8%, -6%, 3%, -25%, 12%
16: CCCS(=O)(=O)N1CCC(C(=O)NCCN2CCC(Cc3ccccc3)CC2)CC1
  -4%[9.22 µM], -8%, 0%, -17%, 9%, -10%, 9%, 1%, -5%
17: CCOc1ccccc1CN1CCNC(=O)C1CC(=O)NCc1nccn1CC (stereo not given)
  0%, 0%, -8%, 2%, -3%, 15%, 0%, 2%, 11%
18: CCOc1ccccc1NC(=O)C(NCCN(C)C)c1ccccc1 (stereo not given)
  -8%, 4%, -2%, 10%, 8%, 0%, -11%, -3%, -25%
19: CCn1nc(C(=O)NCC2COc3ccccc3O2)c2ccccc2c1=O (stereo not given)
  11%, 11%, 5%, -15%, -20%, -10%, -8%, ?, 10%
20: COc1cccc(CNC(=O)CS(=O)(=O)Cc2nc(-c3ccc(C)cc3)oc2C)c1OC
  4%, 15%, 3%, 4%, 1%, ?, -1%, -9%, ?
21: O=S1(=O)CCO[C@H]2Cc3ccccc3[C@H]2N1Cc1ccc(Cl)cc1
  1%, 6%, 10%, -19%&-20%, 1%, -3%&-21%, -2%, 27%, ?
22: Nc1nonc1C(=Nc1ccc(Br)cc1)NO
  -1%, -1%, 5%, 3%, -15%, 15%, -4%, 0%, 0%
23: COc1ccc(/C=C/C(=O)NC(=S)Nc2ccc(S(N)(=O)=O)cc2)cc1
  4%, -1%, 2%, 3%, -1%, -1%, -20%, -6%, 24%
24: CCN(CC)C(=O)c1sc(NC(=O)C2c3ccccc3Oc3ccccc32)c(C(=O)OC(C)C)c1C
  /, /, -6%, 22%, /, -6%, /, -5%, -14%
25: Cc1ccccc1NC(=O)Cc1nc(COC(=O)CCNS(=O)(=O)c2ccccc2)cs1
  -18%, 12%, -7%, ?, 6%, 10%, 0%, -3%, -16%
26: O=C(NCc1ccc(F)cc1)c1cc2ccccc2o1
  -4%, 6%, 0%, 0%, 18%, 4%, 13%, 12%, -20%
27: CCC(=O)N1CCC1(C)C(=O)Nc1ccc(F)cc1 (stereo not given)
  /, -3%, 1%, 2%, ?, 0%, 20%, 19%, -6%
28: CCN1CCc2c(sc(NC(=O)c3ccc(S(=O)(=O)N4CCOCC4)cc3)c2C(=O)OC)C1
  ?, 12%, -16%, -29%, ?, 0%, ?, -23%, ?
29: CN(Cc1ccccc1)C(=O)[C@@H]1CCCN1
  /, -3%, -9%, -6%, 12%, 5%, 19%, -5%, 2%
30: O=C(CN1CCN(Cc2ccccc2)C1=O)NCc1ccc(Cl)cc1
  -10%, 2%, 0%, 5%, 5%, 21%, -6%, 21%, -16%

# Complete entries, looked up by structure. Values in the order: SW480 rereplic, GLP1R ag, HEK293 tox, KB-V1 cytotox, HT1080 IDH1KD tx, KB-3-1 tox, HT1080-NT tox, TDP43 rescue, GLP1R inv ag
# Shown for Nc1nonc1C(=Nc1ccc(Br)cc1)NO = -1%, -1%, 5%, 3%, -15%, 15%, -4%, 0%, 0%
# Shown for CCN(CC)C(=O)c1sc(NC(=O)C2c3ccccc3Oc3ccccc32)c(C(=O)OC(C)C)c1C = /, /, -6%, 22%, /, -6%, /, -5%, -14%

# Remaining list, next part:
# Each structure is followed by: SW480 rereplic, GLP1R ag, HEK293 tox, KB-V1 cytotox, HT1080 IDH1KD tx, KB-3-1 tox, HT1080-NT tox, TDP43 rescue, GLP1R inv ag
31: Cc1c(Cl)cccc1NC(=S)N(CCCN1CCOCC1)Cc1cccs1
  -3%, 7%, 6%, -8%, -3%, 14%, -24%, 7%, ?
32: O=C(c1ccccc1)N(Cc1ccc2c(c1)OCO2)Cc1nc2ccccc2c(=O)[nH]1
  13%, -1%, -3%, 0%, -7%, 1%, -15%, 3%, 6%
33: COCC(=O)N(Cc1cc2ccc(C)cc2[nH]c1=O)c1cccc(C)c1
  -9%, -6%, 3%, -13%, -4%, -4%, -15%, -14%, -1%
34: CCn1nnnc1SCC(=O)NNC(=O)C1CCCCC1
  -5%, 9%, 4%, 9%, 10%, 9%, 17%, 21%, -1%
35: CCCCN(C(=O)CNC(=O)c1ccco1)C(C(=O)NC1CCCC1)c1ccc(OC)cc1 (stereo not given)
  11%, 0%, 2%, 0%, -5%, 2%, -4%, -8%, -15%
36: COc1ccc(C(=O)NC(=S)Nc2ccc([N+](=O)[O-])cc2C)cc1OC
  -6%, 1%, 7%, -9%, 8%, 0%, 5%[9.24 µM], -4%, -4%
37: CS(=O)(=O)N(Cc1cc2ccccc2[nH]c1=O)C1CCCCC1
  0%, -3%, 3%, 0%, -19%, -7%, -11%, 21%, 4%
38: COc1ccccc1NS(=O)(=O)c1ccc(NC(=O)c2ccccn2)cc1
  20%, 11%, 6%, -22%, 0%, -13%, -8%, ?, 22%
39: Cc1ccc(-c2csc(NC(=O)c3cc([N+](=O)[O-])ccc3N3CCOCC3)n2)cc1
  -1%, 2%, -3%, 17%, 4%, 4%, -9%, 12%, -16%
40: O=C1Cc2ccccc2C(c2ccc(Br)cc2)N1 (stereo not given)
  ?, 1%, 1%, ?, ?, 0%, -19%, 14%, 0%
41: COC(=O)c1ccc(Cn2nc(-c3ccc(C)cc3)ccc2=O)cc1
  -16%, 4%, ?, 38%&27%, 3%, 13%&0%, 0%, 7%&-9%, 31%&14%[activator]
42: CCOc1ncccc1C(=O)OCC(=O)c1cc(OC)c(OC)c(OC)c1
  2%, 20%, 19%, 13%, 20%, 5%, 9%, -8%, 19%
43: CC(C)Cc1ccc(C(C)C(=N)N)cc1 (stereo not given)
  -53%[inhibitor], -3%, 2%, 0%, -7%, -12%, -3%, -9%, ?
44: CC(C)(C)C(=O)Nc1nnc(CCc2ccccc2)s1
  -3%[9.22 µM], 7%, -7%, -5%, -4%, 8%, -7%, 0%, ?
45: Cc1nc2ccn(Cc3cccs3)c(=O)c2cc1C(=O)N1CCN(c2ccc(F)cc2)CC1
  /, /, -5%, -18%, /, -11%, /, -17%, -10%

# Part of the list above with just GLP1R ag, HEK293 tox and HT1080-NT tox:
item	canonical_smiles	GLP1R ag	HEK293 tox	HT1080-NT tox
31	Cc1c(Cl)cccc1NC(=S)N(CCCN1CCOCC1)Cc1cccs1	7%	6%	-24%
32	O=C(c1ccccc1)N(Cc1ccc2c(c1)OCO2)Cc1nc2ccccc2c(=O)[nH]1	-1%	-3%	-15%
33	COCC(=O)N(Cc1cc2ccc(C)cc2[nH]c1=O)c1cccc(C)c1	-6%	3%	-15%
34	CCn1nnnc1SCC(=O)NNC(=O)C1CCCCC1	9%	4%	17%

# (list continues)
46: CNC(=S)N/N=C/c1cc(C)ccc1C
47: O=C(CCN1C(=O)[C@@H]2Cc3ccccc3CN2C1=O)NCCc1ccccc1
48: O=C(Nc1cccc2ncccc12)C(Cl)(Cl)Cl
49: C[C@H](CO)N1C[C@H](C)[C@@H](CN(C)Cc2ccc(C(F)(F)F)cc2)OCc2cnnn2CCCC1=O

compound no. | 46 | 47 | 48 | 49
SW480 rereplic | -202%[inhibitor] | -1% | -4% | /
GLP1R ag | 7% | 15% | -1% | 13%
HEK293 tox | ? | -5% | 1% | -10%
KB-V1 cytotox | 0% | -1% | 20% | -9%
HT1080 IDH1KD tx | 0% | 9% | 4% | -6%
KB-3-1 tox | 3% | 1% | -4% | -10%
HT1080-NT tox | 12% | 7% | 7% | -2%
TDP43 rescue | 12% | 8% | -18% | 21%
GLP1R inv ag | ? | -11% | 6% | -6%
